ST2 IL33 inh: blocks human ST2 binding to IL-33 | 78,000 compounds, 2.3% hits | Q01638 | inhibition, % for hits at 17 µM | AlphaLISA ST2-Fc/biotin-IL-33 interaction, 1 h; in the data active = inhibition above about 30%; inconclusive = mostly about 10% to 28%
Target sequence (Q01638 whole entry, looked up): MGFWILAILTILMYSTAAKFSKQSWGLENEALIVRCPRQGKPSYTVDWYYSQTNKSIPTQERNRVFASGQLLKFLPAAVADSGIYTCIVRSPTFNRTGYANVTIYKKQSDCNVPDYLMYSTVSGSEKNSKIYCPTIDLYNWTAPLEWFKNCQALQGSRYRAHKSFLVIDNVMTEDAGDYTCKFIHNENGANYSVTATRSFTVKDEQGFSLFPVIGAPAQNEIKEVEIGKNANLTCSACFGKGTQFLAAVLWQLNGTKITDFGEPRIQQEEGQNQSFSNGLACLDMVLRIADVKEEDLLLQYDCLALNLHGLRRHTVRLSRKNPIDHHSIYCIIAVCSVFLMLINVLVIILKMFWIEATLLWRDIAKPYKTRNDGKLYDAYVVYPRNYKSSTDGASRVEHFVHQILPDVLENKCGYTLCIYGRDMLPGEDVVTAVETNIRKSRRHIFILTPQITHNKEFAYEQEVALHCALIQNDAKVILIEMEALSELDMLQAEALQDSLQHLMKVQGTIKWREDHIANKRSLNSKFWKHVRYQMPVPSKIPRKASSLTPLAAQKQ
* hit, by the source's call; i = inactive; u = inconclusive.

SMILES	ST2 IL33 inh
C=CCSc1nc(-c2ccc(OC)cc2)c(C#N)c(=O)n1CC=C	i
O=Cc1ccccc1OCc1ccccc1	u
Cc1cccc(OC2CCS(=O)(=O)C2)c1 (centres undefined)	i
Cc1ccc(NC(=O)C2CCN(c3ccc(-c4cccs4)nn3)CC2)cc1N(C)C	u
Cc1nc(Cl)c(C(=O)NC(=O)NCCC(C)C)c(C)c1[N+](=O)[O-]	i
CCOC(=O)C1C(=O)C=C(c2ccc(C)cc2)CC1c1ccc(N(C)C)cc1 (centres undefined)	u
CCOc1c(Nc2ccc(C)cc2C)c(=O)c1=O	i
Cc1ccc(N2C(=O)C3C4C=CC(C4)C3C2=O)cc1C (centres undefined)	i
Cc1cc2nnc(SCC(=O)c3ccc4c(c3)OCO4)n2c2ccccc12	i
Cn1c(=O)n(Cc2ccccc2)c(=O)c2c1nc(Br)n2Cc1ccccc1	i
CCN(CC)c1ncccc1CNC(=O)CN1CC(=O)NC1=O	i
NS(=O)(=O)c1ccc(CCN2Cc3ncccc3C2=O)cc1	i
Brc1ccc(CNc2cc3c(cc2Br)OCCO3)cc1	u
CCc1nc2cc(C(=O)N(CC3CC3)CC3CCCO3)cc(NC(=O)c3ccccc3OC)c2n1C (centres undefined)	u
CCOc1ccccc1NS(=O)(=O)c1ccc(Br)s1	i
CCOc1ccc(-c2nc3s/c(=C\c4ccc(OC)cc4)c(=O)n3n2)cc1	i
COCC(=O)N1CCC(Oc2ccc(C(=O)NCCc3nc(C)cc(C)n3)cc2)CC1	i
COc1ccccc1C1SCCN1S(=O)(=O)c1ccc(-c2ccccc2)cc1 (centres undefined)	i
COCCN1CCCC2(CCN(C(=O)c3scc4c3OCCO4)C2)C1=O (centres undefined)	i
CN(Cc1cn[nH]c1-c1ccc(F)cc1)Cc1c(Cl)cncc1Cl	u

6 entries drawn at random from the list so far:
SMILES	ST2 IL33 inh
NS(=O)(=O)c1ccc(CCN2Cc3ncccc3C2=O)cc1	i
Cc1cc2nnc(SCC(=O)c3ccc4c(c3)OCO4)n2c2ccccc12	i
CCOc1c(Nc2ccc(C)cc2C)c(=O)c1=O	i
Cc1ccc(N2C(=O)C3C4C=CC(C4)C3C2=O)cc1C (centres undefined)	i
Cn1c(=O)n(Cc2ccccc2)c(=O)c2c1nc(Br)n2Cc1ccccc1	i
O=Cc1ccccc1OCc1ccccc1	u

Next structures.
SMILES	ST2 IL33 inh
O=C(NCCc1ccccc1)C1C2C=CC3(CN(Cc4cccs4)C(=O)C13)O2 (centres undefined)	i
CCSc1nc(CC(=O)N(Cc2nccn2C)C2CC2)cs1	u
O=C(O)c1c2c(nc3ccccc13)CCCC2	i
CCn1ccnc1CNC(=O)c1coc(CN2CCN(Cc3ccccc3)CC2)n1	i
CC(CCN(C)Cc1ncc[nH]1)N1CCCC1 (centres undefined)	i
CC(=O)N(c1ccccc1)C1CC(C)N(C(=O)C(C)C)c2ccccc21 (centres undefined)	i
COc1ccc(NC(=O)Nc2cccnc2)cc1	u
CCCCN(C1CCN(C(C)=O)CC1)S(=O)(=O)c1ccc2[nH]c(=O)ccc2c1	i
NC(=O)C1(N2CCCCC2)CCN(Cc2cc3n(n2)CCNC3)CC1	i
COc1ccc(-c2noc(CN(Cc3ccccn3)CC3CCCO3)n2)c(OC)c1OC (centres undefined)	i
CCn1c(SCC(=O)Nc2ccc(OC)cc2)nnc1-c1ccncc1	u
CC(Cc1ccccc1)Nc1ncnc2c1sc1nc3c(cc12)COC(C)(C)C3 (centres undefined)	i
COc1cccc2c1OCCCN(Cc1ccc(CO)o1)C2	i
O=C(c1ccc(Cl)cc1Cl)N1CCCC(C(F)(F)F)C1 (centres undefined)	i
CCN1CCN(C2CCN(C(=O)C3CCC(=O)N(Cc4ccccc4F)C3)CC2)CC1 (centres undefined)	i
COc1ccc(Cl)cc1N(CC(=O)NC1CCCCCC1)S(C)(=O)=O	i
Cc1nc2c(c(N3CCN(c4cccc(Cl)c4Cl)CC3)n1)CNC2	i
COc1ccc(CN2C(=O)c3ccc(F)cc3C2=O)cc1	i
O=C(Cc1ccccc1)N1CCN=C1SCc1c(F)cccc1Cl	i
CCc1ccc(-n2c(CN3CCN(C(=O)NCc4cccc(F)c4)CC3)nc3cccnc32)cc1	i

Some of these compounds in order of SMILES length, rising:
SMILES	ST2 IL33 inh
Cc1nc2c(c(N3CCN(c4cccc(Cl)c4Cl)CC3)n1)CNC2	i
CCn1ccnc1CNC(=O)c1coc(CN2CCN(Cc3ccccc3)CC2)n1	i
CC(=O)N(c1ccccc1)C1CC(C)N(C(=O)C(C)C)c2ccccc21 (centres undefined)	i
O=C(NCCc1ccccc1)C1C2C=CC3(CN(Cc4cccs4)C(=O)C13)O2 (centres undefined)	i
CCCCN(C1CCN(C(C)=O)CC1)S(=O)(=O)c1ccc2[nH]c(=O)ccc2c1	i

(next part)
SMILES	ST2 IL33 inh
COc1ccc(C(O)C(=O)N2CCC(N3CCSCC3)CC2)cc1 (centres undefined)	i
CCOc1c(C)cc(-c2ncccc2O)cc1C	i
CCN(CC)C(=O)c1sc(NC(=O)c2ccc3c(c2)OCO3)c(C(=O)OC(C)C)c1C	i
O=C(CN1CCCN(Cc2ccccc2)S1(=O)=O)Nc1ccc(Br)cc1	i
Cc1c(Cc2ccccc2)c(-n2ccnc2)n2c(nc3ccccc32)c1C#N	i
CC1=C(C(=O)Nc2ccccn2)C(c2cccs2)C2=C(CC(C)(C)CC2=O)N1 (centres undefined)	i
Brc1ccc(SCCc2ccncc2)cc1	i
Cc1ccc2oc(=O)c3c(c2c1)CC(C(F)(F)F)S3 (centres undefined)	i
CCCCNC(=O)C1CCC(Cn2c(=O)c3sccc3n(CC(=O)NCCC)c2=O)CC1 (centres undefined)	i
CCOc1cc(C2C(C#N)=C(N)OC3=C2C(=O)CC(C)(C)C3)ccc1O (centres undefined)	i
OCC1(Cc2cccc(C(F)(F)F)c2)CCN(c2ccc3ccccc3n2)CC1	i
O=C(Cc1ccc(Cl)cc1)Nc1ccc(O)cc1C(=O)O	i
CC1CCN(S(=O)(=O)c2ccc(Cl)c(C(=O)Nc3ccccc3[N+](=O)[O-])c2)CC1	34.0%*
C[C@@H]1O[C@@H](O[C@H]2[C@H](Oc3c(-c4ccc(O)cc4)oc4cc(O[C@@H]5O[C@H](CO)[C@@H](O)[C@H](O[C@@H]6O[C@H](CO)[C@@H](O)[C@H](O)[C@H]6O)[C@H]5OC(=O)/C=C/c5ccc(O)cc5)cc(O)c4c3=O)O[C@H](CO)[C@@H](O)[C@@H]2O)[C@H](O)[C@H](O)[C@H]1O	i
CCN(CC)C(=O)C[C@@H]1CCNC[C@@H]1Cc1cc(C(=O)OC)on1	u
Cc1nc(CCNS(=O)(=O)NCc2ccccc2)sc1C	u
C=C(CO[C@@H]1O[C@H](CO[C@@H]2OC[C@](O)(CO)[C@H]2O)[C@@H](O)[C@H](O)[C@H]1O)C1Cc2cc(C(C)=O)ccc2O1 (some centres undefined)	i
CN1CCN(C2C3CC4CC(C3)CC2C4)CC1 (centres undefined)	i
Cc1cc2c(cc1C)C(c1ccccc1Br)CC(=O)N2 (centres undefined)	i
COc1cccc(CNS(=O)(=O)c2ccc3[nH]cc(C(=O)O)c(=O)c3c2)c1	i
C#CCNC(=O)CC[C@H]1CNC(=O)[C@@H]2[C@@H](CCN2Cc2ccc(F)cc2)N1C	i
COC(=O)c1ccc(Nc2nnc(Cc3ccccc3)c(=O)[nH]2)cc1	i
Cc1ccc(Cn2c(CNC(=O)c3ccc(F)cc3)nc3cccnc32)cc1	i
O=C(CN1CCCN(Cc2ccccc2)S1(=O)=O)NCCc1ccccc1	i
CCCCNC(=O)c1oc2ccc(S(=O)(=O)N3CCCC3)cc2c1C	i
COc1cc(C2C3=C(CC(C)(C)CC3=O)Nc3[nH]c(=O)[nH]c(=O)c32)cc(OC)c1OC (centres undefined)	i
Cc1cc(/C=C2\C(=O)NN(c3ccccc3)C2=O)c(C)n1-c1ccc(F)cc1	u
COCc1nnc(NC(=O)c2ccccc2F)s1	i
Cc1nn(-c2ccc(C(C)C)cc2)c(C)c1[C@@H]1C=C[C@@H](NC(=O)CC2(CC(=O)O)CCCC2)C1	i
COC(=O)C1C(=O)C2=C(CC1C)NC(C)=C(C(=O)OCCOC(C)C)C2c1cccc(O)c1 (centres undefined)	i
CNC(=O)c1ccc(Cn2c(=O)c3cc(OC)c(OC)cc3n(CC(=O)Nc3cccc(C)c3)c2=O)cc1	u
CCOC(=O)C1=C(N)OC2=C(C(=O)CC(c3ccccc3)C2)C1c1cccc(Cl)c1 (centres undefined)	i
CC(C)=CC(=O)NCC1CCN(Cc2[nH]c3ccc(C)cc3c2C)C1 (centres undefined)	i
COc1ccccc1N(CC(=O)Nc1ccccc1F)S(C)(=O)=O	i
COCC(=O)Nc1cc(OC)cc(OC)c1	i
CCC(C)C(=O)Nc1cc(Cl)c(Cl)cc1Cl (centres undefined)	i
CC(=O)Nc1cccc(-c2cnc3ccccc3n2)c1	i
O=C(C1Cc2ccccc2O1)N1CC(c2ccncc2)C1 (centres undefined)	i
O=S1(=O)CCC(NS(=O)(=O)c2ccc(F)cc2)C1 (centres undefined)	i
O=C1CN(C(=O)c2ccc(F)c(Cl)c2)CC(OCc2ccccn2)CN1Cc1ccccc1 (centres undefined)	i
COc1cccc(C2C(C(=O)Nc3ccc(C)cn3)=C(C)NC3=C2C(=O)CC(C)(C)C3)c1 (centres undefined)	i
O=C(CCc1ccc2c(c1)OCO2)N1CCCC(Nc2ccc3c(c2)OCCO3)C1 (centres undefined)	i
CC(=O)Cc1nsc(Nc2ccc(F)c(Cl)c2)n1	i
Cc1ccc(S(=O)(=O)N2CCN(C(=O)CN3CCCCC3)C2c2ccccc2)cc1 (centres undefined)	i
Cc1c(C(=O)NCC2COc3ccccc3O2)sc2ncnc(N3CCCCC3C)c12 (centres undefined)	i
CCCCNC(=O)c1cn(CC)c(=O)c2c1c1ccccc1n2C	i
CN(CCCOc1ccccc1Cl)C(=O)C1(N)CC1	i
CC(=O)c1ccccc1Oc1ncnc(N)c1[N+](=O)[O-]	i
COc1ccc(-n2c(=O)[nH]cc(C(=O)Nc3ccc4c(c3)OCO4)c2=O)cc1	i
CCCCOc1ccc(C(=O)Nc2cccc(F)c2)cc1	i
Cc1ccc(Nc2nnc(C)c(=O)[nH]2)cc1C	i
COc1ccc(-c2cc(N3CCN(S(C)(=O)=O)CC3)ncn2)cc1OC	i
Cc1ccc(NC2CCCN(C(=O)c3scc4c3OCCO4)C2)cc1C (centres undefined)	i
O=C(CN1C(=O)CCc2cc(S(=O)(=O)N3CCCCC3)ccc21)NC1CCCC1	i
Cc1ccc(-c2noc(CCC(=O)NCCC(C)C)n2)cc1	i
CS(=O)(=O)Nc1cccc(F)c1	i
Cc1cccc(NC2(c3ccccc3)OC(=O)c3ccccc32)c1 (centres undefined)	i
CCOc1ccc(C2CC(c3ccccc3O)=NN2)cc1 (centres undefined)	i
CCCCN(C)C(=O)C1c2ccccc2C(=O)N(CCOC)C1c1cn(C)c2ccccc12 (centres undefined)	i
COCC(=O)N1CCC(Oc2ccccc2C(=O)N2CCN(c3ccccc3)CC2)CC1	u

(more compounds)
SMILES	ST2 IL33 inh
CCOc1ccc2sc(C=NC3CCCCC3)c(O)c2c1	41.0%*
O=C(c1cccs1)N1CCN=C1SCc1ccccc1	i
CC(c1ccc(-c2cccc(-n3cnnc3)c2)cc1)N1CCOCC1 (centres undefined)	i
COc1cc(OC)c(NC(=O)Cc2cn(C)c3ccccc23)cc1Cl	i
COC(=O)C12Oc3cc4c(c(O)c3C(O)=C1C(=O)CCC2O)C1C=CC2(C4)C(=O)c3cc(C)cc(O)c3C(O)=C2C1=O (centres undefined)	i
CC1(C)CC(=O)C2=C(C1)OC(N)=C(C#N)C2c1ccc(-c2ccccc2)cc1 (centres undefined)	i
O=C(Nc1ccc(Cl)cc1)c1ccc(Br)o1	i
CCOc1ccc(CN2CCCN(C)CC2)cc1	i
OCc1c(O)cnc2ccccc12	i
Cc1ccc2cc(CN(C)Cc3nncn3C(C)C)c(=O)[nH]c2c1	i
Cc1ccc2[nH]c3c(c2c1)CCCC3C(=O)O (centres undefined)	u
COc1ccc(-c2c(C#N)c(N)nc3c2c(=O)n(C)c(=O)n3C)cc1O	i
CCOc1ccccc1C1CC(c2ccccc2Cl)Nc2ncnn21 (centres undefined)	i
O=C(NCCc1c[nH]c2ccccc12)c1cccn2c(=O)c3cc4ccccc4cc3nc12	u
COc1ccc2nc(N=C(N)NC(=O)Nc3ccccc3)nc(C)c2c1	i
O=c1oc2ccccc2cc1-c1nc(-c2cccc(Cl)c2)cs1	u
Cc1ccc(S(=O)(=O)N=C(CN2CCCCC2)N2CCOCC2)cc1	i
CCOC(=O)C1(CCCc2ccccc2)CCN(C(=O)c2n[nH]c3ccccc23)CC1	u
CCN(CC)C(=O)C(C)N(C#N)c1nc(N(C)C)nc(N(C)C)n1 (centres undefined)	u
O=C(Nc1cccc2nsnc12)c1ccc2c(c1)OCCO2	i
O=C(c1ccc2c(c1)OCO2)N1CCN(Cc2ccc3c(c2)OCO3)CC1	u
O=C(c1ccc(F)c(S(=O)(=O)N2CCOCC2)c1)N1c2ccccc2Sc2ccccc21	i
Cc1ccc2c(c1)N(CC(=O)NCc1ccco1)C(=O)CO2	i
N#Cc1c(N)nc(SCC(=O)c2ccc(Br)cc2)c(C#N)c1-c1ccc(O)cc1	i
Cc1cccc(-n2ncc3c(N4CC(C)CC(C)C4)ncnc32)c1 (centres undefined)	u
O=C(NC1CCCC1)c1oc(=O)c2ccccc2c1-c1ccccc1	u
CC1=C(C(=O)Nc2ccc(C)cc2C)C(c2ccccc2[N+](=O)[O-])n2ncnc2N1 (centres undefined)	i
Oc1oc(-c2ccc(Cl)cc2)nc1C=Nc1cccc(F)c1	31.0%*

Among those listed so far, 7 contain a cyano group.
SMILES	ST2 IL33 inh
C=CCSc1nc(-c2ccc(OC)cc2)c(C#N)c(=O)n1CC=C	i
Cc1c(Cc2ccccc2)c(-n2ccnc2)n2c(nc3ccccc32)c1C#N	i
CCOc1cc(C2C(C#N)=C(N)OC3=C2C(=O)CC(C)(C)C3)ccc1O (centres undefined)	i
CC1(C)CC(=O)C2=C(C1)OC(N)=C(C#N)C2c1ccc(-c2ccccc2)cc1 (centres undefined)	i
COc1ccc(-c2c(C#N)c(N)nc3c2c(=O)n(C)c(=O)n3C)cc1O	i
CCN(CC)C(=O)C(C)N(C#N)c1nc(N(C)C)nc(N(C)C)n1 (centres undefined)	u
N#Cc1c(N)nc(SCC(=O)c2ccc(Br)cc2)c(C#N)c1-c1ccc(O)cc1	i

Some of the compounds tested; the hit share may differ from the screen's.
